CHX counter = Cycloheximide Counterscreen for Small Molecule Inhibitors of Shiga Toxin | cell reporter, cycloheximide protein synthesis inhibition counterscreen | max response, % | 300,000 tested, 12% active | AID 2314, 2010; in the data active means max response mostly above about 13%, no sharp cut-off; inactive means mostly below about 14%; further: read at 38.3 µM for the half of the compounds with a filed dose; 0% is about no effect
Shiga toxin inh = A qHTS for Small Molecule Inhibitors of Shiga Toxin | inhibition, % at 38.7 µM | 290,000 tested, 9.2% active | AID 2315, 2010 | Vero cells, Shiga toxin protein synthesis inhibition reporter; in the data active means inhibition mostly above about 28%, no sharp cut-off; inactive means mostly below about 43%; further: 0% is about no effect
Pf growth 48h = Primary qHTS for delayed death inhibitors of the malarial parasite plastid, 48 hour incubation; P. falciparum luciferase growth in erythrocytes, 48 h; Potency, µM (doses to about 28.7 µM), for the others: at the top dose activity change, negative = inhibition, usual class: inhibitors; 310,000 tested, 5.9% active; further: potency means the concentration at half of the fitted maximal effect; on the % scale 0 is the no-effect control and ±100 the full control effect
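Luciferase-expressing P. falciparum in infected erythrocytes (2% hematocrit, 0.1% parasitemia final) in RPMI 1640/0.5% Albumax were exposed to compound for 48 hours at 37 C, 5% CO2; growth read as luminescence.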
AmpC no deterg = qHTS Inhibitors of AmpC Beta-Lactamase (assay without detergent). P00811. AmpC nitrocefin hydrolysis, absorbance 480 nm, 0.0001% Triton. Potency, µM (titrated, usually from 57.1 µM), for inactives: at the top dose activity change, negative = inhibition, most hits filed as inhibitors. 330,000 tested, 0.52% active. AID 485341, 2010;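 further: potency means the concentration at half of the fitted maximal effect; plate controls were no compound for no effect and no enzyme for full effect; nearly all actives have a fitted effect of over 20% in size; some results filed as inactive show a strong effect at the top dose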
Target sequence (P00811 whole entry, looked up): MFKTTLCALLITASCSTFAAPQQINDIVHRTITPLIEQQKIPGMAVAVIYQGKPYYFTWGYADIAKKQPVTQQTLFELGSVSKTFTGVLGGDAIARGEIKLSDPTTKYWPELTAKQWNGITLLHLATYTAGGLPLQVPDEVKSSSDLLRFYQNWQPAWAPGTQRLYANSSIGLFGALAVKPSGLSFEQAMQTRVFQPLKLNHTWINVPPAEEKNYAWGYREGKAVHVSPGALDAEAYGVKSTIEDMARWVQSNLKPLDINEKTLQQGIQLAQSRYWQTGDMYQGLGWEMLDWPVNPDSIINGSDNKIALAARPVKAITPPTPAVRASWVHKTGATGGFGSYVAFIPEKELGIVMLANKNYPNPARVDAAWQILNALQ
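20 mM phosphate pH 7.0 + 0.01% (detergent screen) or 0.0001% Triton X-100; 5.3 nM AmpC reagent; cpd preinc 15 min RT; nitrocefin (800 uM stock) to start; A480 q20 s × 4 min; Activity was normalised to no-enzyme and no-compound control wells.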
TbPYK inhibitor = qHTS of Trypanosoma Brucei Inhibitors. TbPYK enzyme, Kinase-Glo Plus ATP luminescence, 45 min. Potency, µM (top dose mostly 76.8 µM), for the others: top-dose activity, negative = inhibition, actives largely listed as inhibitors. 410,000 tested, 0.12% active; further: potency means the concentration at half of the fitted maximal effect; on the % scale 0 is the no-effect control and ±100 the full control effect; nearly all actives have a fitted effect of over 50% in size
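T. brucei PYK with substrate was exposed to pin-transferred compounds across a concentration series, then started with 130 uM ADP (final). After 45 min at room temperature, Kinase-Glo Plus luminescence was read, normalized and curve-fitted.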
LmPK inhibitor = qHTS Assay for Inhibitors of Leishmania Mexicana Pyruvate Kinase (LmPK) | Q27686 | purified LmPK, Kinase-Glo ATP luminescence, 1 h | Potency, µM (titrated, usually from 57.5 µM), inactives show top-dose activity change, negative = inhibition, actives largely listed as inhibitors | 290,000 tested, 0.37% active | AID 1721, 2009; further: potency means the concentration at half of the fitted maximal effect; on the % scale 0 is the no-effect control and ±100 the full control effect
Target sequence (Q27686 whole entry, looked up): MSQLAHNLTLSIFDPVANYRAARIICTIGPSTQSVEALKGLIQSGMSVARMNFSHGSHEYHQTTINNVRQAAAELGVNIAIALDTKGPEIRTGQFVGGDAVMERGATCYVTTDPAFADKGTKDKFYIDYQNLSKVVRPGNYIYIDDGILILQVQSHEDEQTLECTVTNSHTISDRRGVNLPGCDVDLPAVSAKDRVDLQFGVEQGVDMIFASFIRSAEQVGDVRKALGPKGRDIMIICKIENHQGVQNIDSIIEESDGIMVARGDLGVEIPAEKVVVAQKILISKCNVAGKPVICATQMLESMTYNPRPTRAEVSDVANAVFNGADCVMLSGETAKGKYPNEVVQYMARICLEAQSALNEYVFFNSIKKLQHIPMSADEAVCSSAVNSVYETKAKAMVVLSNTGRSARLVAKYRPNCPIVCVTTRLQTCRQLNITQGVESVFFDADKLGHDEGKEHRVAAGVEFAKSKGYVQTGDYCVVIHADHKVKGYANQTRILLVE
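0.1 nM LmPK, 0.5 mM PEP, 0.1 mM ADP; 50 mM imidazole pH 7.2, 7 mM MgCl2, 50 mM KCl; 1 h RT. Kinase-Glo luminescence readout, normalized to no-enzyme (full inhibition) and uninhibited wells.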
Pf growth 96h = Primary qHTS for delayed death inhibitors of the malarial parasite plastid, 96 hour incubation; P. falciparum luciferase reporter growth, 96 h; Potency, µM (top dose mostly 28.7 µM), for the others: at the highest dose activity change, negative = inhibition, usual class: inhibitors; 320,000 tested, 6.9% active; further: potency means the concentration at half of the fitted maximal effect; on the % scale 0 is the no-effect control and ±100 the full control effect
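Two parasite generations (96 h, 37 C, 5% CO2) of compound exposure in infected erythrocytes (0.05% parasitemia, 2% hematocrit). Luciferase-reporter P. falciparum; decreased luminescence indicates inhibited growth, aimed at apicoplast-acting delayed death.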
* = called active by the depositor; ? = inconclusive; / = no result given; & = joins results of further samples; [ ] = another dose, or the depositor's remark. Unless noted, the call rests on the fitted dose curve; in most records, active means well fitted curve in the direction sought with a large enough effect; inconclusive means small, poorly fitted or top-dose-only effect, or another doubt; inactive means no such curve, though single readings can be large; an effect the other way counts as inactive or inconclusive. Random draw from the library (roughly 22% active in at least one column).

SMILES | CHX counter | Shiga toxin inh | Pf growth 48h | AmpC no deterg | TbPYK inhibitor | LmPK inhibitor | Pf growth 96h
CN1CCc2c(sc3nc(NCCO)n(-c4cccc(Cl)c4)c(=O)c23)C1 | -3 | -7 | / | -8% | 2% | -7% | 4.7µM*
Cc1ccc(NC(=O)CCNS(=O)(=O)c2cccs2)cc1F | 26* | 70* | 58%[activator] | -26% | 4%&-3% | 1% | -7%
Cc1cccc(C)c1Nc1nnc(SCC(=O)Nc2ncc(C(F)(F)F)cc2Cl)s1 | -3 | 11 | -4% | -3% | -14% | 3% | -9%
COc1ccc(CC(=O)Nc2cc(C)on2)cc1 | 10 | 17 | 12% | -14% | 0% | 6% | 37%[activator]
CCCSc1nc(C)cc(C)c1C(N)=O | -2 | -12 | -1% | -7% | 0% | -1% | -13%
O=C(NC12CC3CC(CC(C3)C1)C2)C1=COCCO1 | -7 | 5 | -13% | -9% | -6% | 7% | -1%
O=C(c1cc(F)c(F)cc1Cl)N1CCN(c2ccc([N+](=O)[O-])c3ncccc23)CC1 | -1 | -3 | ? | 29% | 4% | 1% | 9%
CCCCOc1ccc(N(CC(=O)NC(C)C)C(=O)CCC(=O)Nc2ccccn2)cc1 | 6 | 37 | 10% | -7% | -4% | -6% | ?
COc1ccc(C(=O)CSc2nnc3ccccn23)cc1OC | 22* | 45 | 13% | -13% | 0% | 0% | ?
c1ccc2c(c1)CC1(CCCCC1)n1nnnc1-2 | -1 | -4 | -10% | -12% | 4% | 6% | -24%
CC(C)NCC(O)COc1c(F)cc(Br)cc1F (centres undefined) | -1 | 3 | ? | -10% | -4% | -9% | ?
CN(C)S(=O)(=O)c1ccc(NC(=O)CCNC(=O)c2ccco2)cc1 | -1 | -6 | 21% | -4% | 2% | 1% | 9%
CN(C)C(CNC(=O)C1CCN(S(=O)(=O)c2cccc(C(F)(F)F)c2)CC1)c1ccccc1 (centres undefined) | -3 | -4 | ? | 155%[activator] | 5% | 4% | -26%
Cc1cccc(Cn2nc(C(C)(C)C)cc2C(=O)N2CCOCC2)c1 | -1 | -18 | ? | 24% | -6% | 0% | -15%
CC(=O)c1c(O)n(-c2cccc(Cl)c2)c(=O)[nH]c1=O (tested in a mixture with another compound) | 2 | -4 | 0% | -25% | -4% | 3% | -36%

Single values from the list.
CHX counter result of `Cc1cccc(Cn2nc(C(C)(C)C)cc2C(=O)N2CCOCC2)c1` = -1
CHX counter result of `CN(C)C(CNC(=O)C1CCN(S(=O)(=O)c2cccc(C(F)(F)F)c2)CC1)c1ccccc1` (centres undefined) = -3

Carrying on:
SMILES | CHX counter | Shiga toxin inh | Pf growth 48h | AmpC no deterg | TbPYK inhibitor | LmPK inhibitor | Pf growth 96h
Cn1cc(S(=O)(=O)Nc2ccc(F)cc2F)c(=O)n(C)c1=O | -2 | -3 | 15% | 3% | 5% | -11% | 10%
Cc1nc(C)c(C(=O)NCCC(c2ccccc2)c2ccccc2)o1 | 7 | 11 | -16% | 33% | -5% | 11%[11.5 µM] | ?
COc1ccc(OCCN2CCN(C(=O)c3ccc(OC)cc3)CC2)cc1 | -6 | -8 | -4% | 40% | -3% | 1% | 19%
Cc1cc(Cl)c(S(=O)(=O)Nc2ccc(Cl)cn2)cc1OCC(N)=O | -3 | -6 | 4% | -21% | 3% | -2% | 12%
Cc1cc(NC(=O)C(C)Sc2nnc(NCc3ccco3)s2)no1 (centres undefined) | / | / | 7% | -22% | -1% | / | -12%
CCOC(=O)N1CCC(NC(=O)c2cc(C)c3c(C)nn(-c4ccccc4)c3n2)CC1 | -2 | -22 | ? | -2% | 5% | 1% | 78%[activator]
COc1ccccc1-c1c(C(F)(F)F)oc2c(CN(C)C)c(O)ccc2c1=O | -4 | -11 | ? | -17% | -8% | -5% | ?
CCC1Sc2ccc(S(=O)(=O)N3CCN(c4ccccc4)CC3)cc2NC1=O (centres undefined) | -8 | -4 | ? | -30% | -20% | -11% | 10µM*
Cc1ccc(S(=O)(=O)N2CCN(C(=O)CC(C)(C)C)CC2)cc1 | -4 | -5 | -12% | 3% | -1% | 1% | 48%[1.15 µM]
COC(=O)C1=C(c2ccc(OC)cc2)OC(=O)C1(C)C | -3 | -10 | 32%[activator] | -3% | 5% | 0% | ?
CCc1nnc(NC(=O)CCC(=O)N2CCN(c3ccccn3)CC2)s1 | 1 | -4 | -6% | -14% | 0% | -8% | -12%
O=C(NN=C1CCCCC1)c1cc(-c2ccccc2)n[nH]1 | -3 | -11 | -21% | -47% | -18% | -4% | 3%
O=C(Cc1ccc(Cl)cc1)NCC(=O)N1CCN(Cc2ccccc2)CC1 | 2 | -26 | 3% | 75%[activator] | -9% | -7% | ?
CCOC(=O)c1c(NS(=O)(=O)c2cccc(OC)c2)sc2c1CCC2 | 3 | -4 | ? | -40% | ? | 1% | /
CSc1cc(C)nc(NC(C)=O)n1 | 2 | -11 | 30% | -12% | -1% | -3% | 2%

3 compounds out of the list, arranged by heavy-atom count, lowest first.
SMILES | CHX counter | Shiga toxin inh | Pf growth 48h | AmpC no deterg | TbPYK inhibitor | LmPK inhibitor | Pf growth 96h
COC(=O)C1=C(c2ccc(OC)cc2)OC(=O)C1(C)C | -3 | -10 | 32%[activator] | -3% | 5% | 0% | ?
Cn1cc(S(=O)(=O)Nc2ccc(F)cc2F)c(=O)n(C)c1=O | -2 | -3 | 15% | 3% | 5% | -11% | 10%
COc1ccc(OCCN2CCN(C(=O)c3ccc(OC)cc3)CC2)cc1 | -6 | -8 | -4% | 40% | -3% | 1% | 19%

(further entries)
SMILES | CHX counter | Shiga toxin inh | Pf growth 48h | AmpC no deterg | TbPYK inhibitor | LmPK inhibitor | Pf growth 96h
CCOc1ccc(C(=O)NCC(=O)Nc2ccc3c(c2)OCO3)cc1OCC | / | / | ? | -4% | -2% | / | 39%[activator]
O=C1CN(C(=O)COC(=O)c2cnc(Cl)c(Cl)c2)c2ccccc2N1 | -1 | 5 | -18% | 1%[11.4 µM] | -2% | -6% | -23%
CCOc1ccc(-c2noc(-c3cccnc3)n2)cc1OCC | 1 | 12 | ? | -5% | 1% | 1% | -63%
CCCN1CCN(CCCNC(=O)CCn2nc(-c3ccccc3)ccc2=O)CC1 | -1 | -13 | 12% | -10% | 1% | -1% | ?
Cc1ccc(Cn2cc(-c3ccccc3)nn2)cc1 | 57* | 86* | 97%[activator] | -26% | -3% | -2% | 146%[activator]
O=C1NC(=S)S/C1=C/c1ccc(N2CCOCC2)o1 | 13 | 30 | 9% | -49% | ? | ? | 28%
Cc1nn(C)c(C)c1CN(C)C(=O)CCCC(=O)O | -1 | 5 | 4% | -15% | -14% | -2% | -25%
CC(C)c1ccc(C(=O)Nc2nnc(S(=O)(=O)N3CCCCC3)s2)cc1 | -12 | -7 | 23% | -51% | 1% | -10% | ?
CC1CCC(NS(=O)(=O)c2ccc(Cl)nc2)CC1 (centres undefined) | / | / | 30% | -11% | 2% | / | 26%
CCc1ccc(N(CC(=O)NCc2ccco2)C(=O)CCC(=O)Nc2nccs2)cc1 | -2 | 13 | -19% | 7% | 1% | -3% | -25%
O=C(CSc1nnc2ccc(-c3cccnc3)nn12)Nc1ccccc1 | / | / | -21% | -11% | -5% | / | ?
CC(C)Cn1nc(NS(=O)(=O)c2cccc3nonc23)c2cc3ccccc3nc21 | -5 | -11 | 13% | -42% | -1% | -11% | ?
Nc1c(Br)c(=O)[nH]c(=O)n1-c1ccc(F)cc1 | -1 | -7 | 3% | -4% | -8% | -6% | 27%
COc1ccc(CNC(=O)COc2cc3c(c4oc(=O)cc(C)c24)CCC(C)(C)O3)cc1 | -3 | -11 | ? | 53% | 2% | 8% | 8.3µM*
CCOC(=O)Cn1c(=NC(=O)C(C)C)sc2c(C)cc(C)cc21 | -5 | 1 | 1.9µM* | -8% | 4% | 1% | ?
Cc1ccc(CNC(=O)C2CCC(CNc3nc(=S)[nH]c4ccccc34)CC2)cc1 (centres undefined) | -4 | -4 | ? | -18%[11.4 µM] | 5% | 1% | 121%[activator]
Cc1ccc(NC(=O)CS(=O)CC(=O)N(C2CCCC2)C(C)C(=O)NC2CCCCC2)cc1 (centres undefined) | -1 | -6 | ? | 167%[activator] | 1% | 1% | ?
CCC(=O)NC1(C(F)(F)F)C(=O)NC(C)=C1C#N (centres undefined) | 9 | -9 | 12% | ? | -8% | 5% | /
COc1ccc(C(=O)N2CCN(Cc3nc(CC4CC4)no3)CC2)cc1 | 1 | -4 | 31%[activator] | 3% | -26% | 10% | ?
CC1CCC(n2c(=S)[nH]c3ccccc3c2=O)CC1 (centres undefined) | 4 | 11 | ? | -34% | -22% | 2% | -18%
Cc1ccc(CO/N=C/C2=C(Cl)c3ccccc3CC2)cc1 | 15 | 12 | 9% | / | -12% | -3% | -7%
COc1ccc(C)cc1S(=O)(=O)N(CC(=O)Nc1ccc2c(c1)OCCO2)Cc1ccccc1 | 9.8* | 15 | / | -15% | -2% | -10% | ?
Cc1ccc(C(=O)N2CCCCCC2)cc1S(=O)(=O)Nc1ccccc1 | 2 | -15 | -7% | -57% | -7% | 0% | 3%
O=C(CN1CCC(NC(=O)C2CC2)CC1)Nc1cccc(F)c1 | -2 | -10 | 0% | -13% | -4% | 0% | 12%
CNC(=O)NC(=O)COC(=O)c1ccc(-n2c(C)ccc2C)cc1 | 0 | 3 | -24% | 3% | 7% | 4% | ?
CCN(CC)C(=O)c1ccc(CS(=O)(=O)Cc2ccccc2)cc1 | 1 | -5 | 22% | -6% | -2% | -3% | ?
COc1ccc(Cl)cc1NC(=O)C1CCCN(S(C)(=O)=O)C1 (centres undefined) | -2 | -11 | 4% | 5% | 11% | 3% | 10%
Cc1cccc(NC(=O)CSc2cccc3cccnc23)c1 | 14* | 31 | -22% | -30% | -7% | -1% | ?
COc1ccc(S(=O)(=O)Nc2nc3ccccc3s2)cc1 | 3 | -8 | 0% | -32% | -4% | 7% | /
COc1cc2c(cc1OC)C1=C(C#N)CN(C3CCCCC3)CN1CC2 | 6 | -4 | / | 35% | -4% | 2% | ?
C=CCNCCOCCOc1ccc(C)cc1[N+](=O)[O-] | 15 | 33 | 3% | -26% | 25% | -3% | 1%
NC(=O)C[n+]1ccc(/C=N/O)cc1 | -2 | 4 | -6% | -13% | 6% | 0% | ?
COc1ccc(NC(=O)CN2CCCN(S(=O)(=O)c3ccc(F)cc3)CC2)cc1 | -2 | 24 | -16% | -5% | 0% | 2% | /
Nc1nc(CN2CCN(c3ccccc3F)CC2)nc(Nc2ccc3c(c2)OCCO3)n1 | -4 | -16 | ? | 8% | -12% | 0% | ?
CC1CCN(S(=O)(=O)N2CCC(C(=O)NCc3cccnc3)CC2)CC1 | -1 | -4 | ? | -9% | -4% | 0% | -12%
Cc1nnc(SCC(=O)NCc2ccccc2Cl)n(N)c1=O | -2 | -10 | -1% | -15% | 4% | -1% | 38%[activator]
CCCCn1cnc2c(c1=O)c1nc3ccccc3nc1n2Cc1ccc2c(c1)OCO2 | -1 | 13 | ? | -23% | -7% | -3% | ?

Bioassay records: PubChem BioAssay, National Center for Advancing Translational Sciences (NCATS)
